From PubChem BioAssay
inhibitors of VEEV – inhibitors of VEEV TC-83 cytopathic effect, confirmation, Vero cells (AID 588727); Vero cells, VEEV TC-83 cytopathic effect inhibition; higher % means a stronger effect; inhibition, % at 20 µM; hits with a dose series show IC50 in µM; 350,000 compounds, 0.13% hits; in the data active = a potency from the dose series; inconclusive = inhibition mostly from about 14% at the one dose, without a potency; inactive = the rest, 99 in 100 with inhibition below about 12%; also: strong numbers were not always called active
M. tuberculosis – growth inhibition of non-replicating M. tuberculosis (AID 488890); Mycobacterium tuberculosis non-replicating, growth inhibition; higher % means a stronger effect; inhibition, % at 25 µM, or IC50 in µM where a hit was titrated; 320,000 compounds, 0.39% hits; in the data active = a potency from the dose series; inconclusive = inhibition mostly from about 82% at the one dose, without a potency; inactive = the rest, 99 in 100 with inhibition below about 76%;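 also: plate controls were DMSO cells for no effect and high antibiotic wells for full effect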
H37Rv inhibition – M. tuberculosis growth inhibition, HTS (AID 449762). 330,000 compounds, 0.59% hits. M. tuberculosis H37Rv growth inhibition, 7H9 media; higher % means a stronger effect. one-dose inhibition, % at 25 µM; IC50 in µM for titrated hits; in the data active = a potency from the dose series; inconclusive = inhibition above about 70% without an active follow-up result;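 also: bacterial growth assessed after seven days of incubation; strong numbers were not always called active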
influenza NS1A – H1N1 influenza NS1A inhibitors, functional cell based assay (AID 504329); NS1A functional cell-based assay, percent inhibition; higher % means a stronger effect; 340,000 compounds, 0.3% hits; inhibition, % at 12.5 µM; hits with a dose series show IC50 in µM; in the data active = a potency from the dose series; inconclusive = inhibition above about 27% without an active follow-up result; also: strong numbers were not always called active
Salmonella PhoP GFP – PhoP regulon inhibitors, Salmonella typhi PhoP promoter GFP reporter, confirmatory (AID 1850). Salmonella Typhi PhoP-promoter GFP reporter, fluorescence, 4 h; higher % means a stronger effect. one-dose inhibition, % at 50 µM; IC50 in µM for titrated hits. 310,000 compounds, 0.33% hits; in the data active = a potency from the dose series; inconclusive = inhibition mostly from about 25% at the one dose, without a potency; inactive = the rest, 99 in 100 with inhibition below about 19%;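 also: 0% = induced wells with vehicle and 100% = uninduced wells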
inhibitors of VEEV 10K pilot screen – second read-out of inhibitors of VEEV, no call of its own (marks repeat the call); inhibition, %; measured here: 10K pilot screen inhibition
Active calls of the source: *; i = inactive; ? = inconclusive; nt = not tested or not shown; & = joins results of further samples.

SMILES	inhibitors of VEEV	M. tuberculosis	H37Rv inhibition	influenza NS1A	Salmonella PhoP GFP	others
COc1ccc(S(=O)(=O)N2CCCCCC2)cc1C(=O)OCC(=O)NC(C)(C)C	1.5%	2%	-4%	-8%	0%
Cc1nn(CCC(=O)O)c(C)c1C	0.5%	-21%	-2%	5%	8%
COC(=O)c1ccc(Oc2nc(C(N)=O)cc(-c3ccccc3)n2)cc1	4.9%	8%	14%	2%	18%
COc1ccc(-c2nnc(CSc3ncnc4sc5c(c34)CCC5)o2)cc1OC	0.9%	nt	nt	-2%	nt
CCOC(=O)CC1=C(C(=O)OCC)C2(C(=O)Nc3ccccc32)C(C#N)=C(N)O1 (stereo not drawn)	1.9%	4%	12%	9%	2%
CCn1cc(SCC(=O)NCC2CCCO2)c2ccccc21 (stereo not drawn)	3.5%	-30%	-4%	0%	-5%
NS(=O)(=O)c1cccc(NC(=O)COC(=O)CC2Sc3ccccc3NC2=O)c1 (stereo not drawn)	0.7%	-3%	4%	-16%	nt
CCOC(=O)Cn1cnc2c(nnn2-c2ccc(C)cc2)c1=O	3.1%	-7%	-15%	0%	-1%
COc1ccc(CNC(=O)CN(Cc2ccc(C)cc2)S(=O)(=O)c2ccc(Cl)cc2)cc1	i	2%	-4%	-2%	4%
Cc1cc(C)nc(NC(=O)/C=C/c2ccc3c(c2)OCO3)c1	0.3%	-2%	6%	3%	-11%
O=C(NCCCN1CCOCC1)C1CCN(S(=O)(=O)c2ccccc2)CC1	3.7%	-17%	0%	-7%	-3%
O=C(CSC1CS(=O)(=O)c2cc([N+](=O)[O-])ccc21)NNC(=O)c1ccc(Cl)cc1 (stereo not drawn)	0.6%	?	58%	-7%	12%
COCC(=O)N1CCCC(C(=O)c2ccc3c4c(cccc24)CC3)C1 (stereo not drawn)	0.4%	-2%	1%	-1%	-14%
COc1cc(/C=C/C(=O)Nc2nnc(CC(C)(C)C)s2)cc(OC)c1OC	1.1%	36%	2%	-15%	1%
CCc1ccc(-c2cc(C(F)(F)F)n3nc(C(=O)Nc4c(C)nn(Cc5ccc(F)cc5)c4C)cc3n2)s1	1.2%	22%	?	-16%	0%	inhibitors of VEEV 10K pilot screen=3.1
COc1ccc(C2NC(=S)NC3=C2CCCC3=C2SCCS2)cc1 (stereo not drawn)	10%	4%	-1%	8%	5%
COC(=O)[C@H](Cc1ccc(O)cc1)NC(=O)Cn1cnc2c(OCc3ccccc3)ncnc21	0.2%	-4%	2%	1%	nt
Cc1nc2ccccc2c2c1C(=O)N(Cc1cccnc1)C2=O	2.1%	-6%	2%	22%	-6%
O=C1OC(c2cccs2)=N/C1=C\c1ccc(-c2ccccc2Cl)o1	0.2%	nt	nt	4%	nt
CCN(Cc1ccccc1)C(=O)c1ccc(C(=O)N(CC)Cc2ccccc2)cc1	1.3%	16%	-1%	1%	-8%
O=C(CN1CCCc2ccccc21)Nc1cccc(S(=O)(=O)N2CCOCC2)c1	7.8%	nt	nt	0%	nt
CCOC(=O)N1CCN(C(=O)C2CCN(C(=O)c3ccc([N+](=O)[O-])cc3)CC2)CC1	0.6%	7%	3%	-11%	3%
O=C(NCCC1CCCCN1S(=O)(=O)c1ccc(F)cc1)C(=O)Nc1ccccc1 (stereo not drawn)	1.6%	4%	0%	-4%	1%
Cn1cc(S(=O)(=O)Nc2cccc3ccccc23)c(=O)n(C)c1=O	3.2%	11%	2%	25%	-1%
CC(NC(=O)COC(=O)CSc1ccc(F)cc1)c1ccc(F)cc1 (stereo not drawn)	2.2%	14%	-2%	-2%	5%

Next section:
SMILES	inhibitors of VEEV	M. tuberculosis	H37Rv inhibition	influenza NS1A	Salmonella PhoP GFP	others
Cc1ccc2nc(C)c3c(c2c1)SCC3	i	i	8%	nt	-18%
CCN(CC)N=Nc1ccc(S(=O)(=O)Nc2nc(C)cc(C)n2)cc1	2.6%	3%&3%	13%&5%	-3%&-11%	-4%&0%
N#CCCCc1cc2ccccc2cn1	1.9%	-1%	-1%	-18%	nt
COC(=O)[C@@]12CCCCN1[C@H](c1ccc(-c3cc(C(C)=O)cs3)c(OC)c1)[C@H]1C(=O)N(C)C(=O)[C@H]12	0.5%	11%	8%	0%	15%
CCCCCCCC(=O)N/N=C(/C)c1c(O)cc(C)oc1=O	3.5%	4.3µM*	>100µM*	5%	-6%
CCOc1ccc(CC(=O)Nc2cc(=O)n(C)c(=O)n2C)cc1	i	-9%	-8%	5%	9%
C=CCn1c(SCC(=O)Nc2cccc3ccccc23)nc(O)c(CC)c1=O	1.5%	32%	45%	0%	21%
COCCNC(=O)[C@@H]1CCCN1C(=O)C1CCN(S(=O)(=O)c2ccc(C)cc2)CC1	1.7%	11%	3%	-5%	-17%
CSc1ccccc1NC(=O)c1cc(S(=O)(=O)N(C)C)ccc1N1CCCC1	6.9%	39%	-6%	0%	3%
O=C1c2ccccc2C(=O)N1Cc1nc(-c2ccncc2)no1	2.5%	0%	-2%	20%	-4%
CC(C)CCNC(=O)NC(=O)COC(=O)/C=C/c1cnc2ccccc2n1	0.7%	43%	?	3%	-3%
COc1cc(C#Cc2ccc3cc(CCO)oc(=O)c3c2)cc(OC)c1	4.6%	2%	1%	-8%	nt
CCOC(=O)CCNC(=O)CCc1nnc(CCCc2ccccc2)o1	0.8%	-9%	0%	27%	-3%
CCc1nnc(NC(=O)c2cccc(S(=O)(=O)N(C)c3ccc(OC)cc3)c2)s1	i	29%	0%	-2%	5%
CCN(CC)C(=O)C1CCCN(c2ccc([N+](=O)[O-])cc2/C=N/NC(=O)c2cccc(O)c2)C1 (stereo not drawn)	7.2%	34%	34%	-8%	8%
COc1cc([N+](=O)[O-])ccc1NC(=O)CSc1nncn1-c1cccnc1	0.4%	-8%	7%	10%	16%
O=C(NCc1ccccc1)C12CC3CC(CC(Cl)(C3)C1)C2	0.0%	3%	-4%	nt	6%
O=C(COC(=O)Cc1ccccc1)Nc1nnc(-c2ccccc2)o1	0.6%	nt	9%	1%	-6%
CC(=O)Nc1ccc2c(c1)C(=O)N(c1cccc3ccccc13)C2=O	0.2%	-14%	2%	0%	-3%
Oc1ccccc1-c1nnco1	1.9%	nt	nt	-7%	nt
c1ccc(N2CCN(c3nc(-c4cccs4)nc4ccccc34)CC2)cc1	1.3%	51%	?	0%	2%
OC(CC1CC12c1ccccc1-c1ncccc12)(c1ccccc1)c1ccccc1 (stereo not drawn)	5.7%	13%	41%	8%	-11%
CCNc1nc(Cl)nc(N(NC(C)=O)C(C)CC)n1 (stereo not drawn)	0.7%	4%	-2%	0%	3%
COc1ccc(-n2c(SC3CCOC3=O)nc3ccccc3c2=O)cc1Cl (stereo not drawn)	0.1%	7%	7%	-6%	5%
O=C(NCc1cccnc1)C1CCN(S(=O)(=O)N2CCC3(CC2)OCCO3)CC1	0.2%	0%	-6%	-2%	3%

The results go on:
SMILES	inhibitors of VEEV	M. tuberculosis	H37Rv inhibition	influenza NS1A	Salmonella PhoP GFP	others
CC(=O)Nc1ccc2c(c1)nc1n2CCOC1	i	-3%	9%	1%	-9%
CC1(C)CC(=O)C=C(NNC(=O)c2ccccc2)C1	1.2%	-4%	-9%	-11%	-10%
Cc1nc2ccc(C(=O)NCc3ccc4c(c3)OCO4)cc2s1	2.4%	3%	5%	-11%	-11%
CC1CCCN(c2ccc(C(=O)OCC(=O)N3c4ccccc4Sc4ccccc43)cc2[N+](=O)[O-])C1 (stereo not drawn)	1.4%	-2%	6%	2%	-9%
Cc1cccc(C(=O)Nc2ccc(NC(=O)Cc3ccc(Cl)cc3)cc2)c1	2.4%	-8%	-6%	4%	-2%
CCCCCCOc1ccc(-c2ccc(C#N)cn2)cc1	i	76%	?	6%	-11%
Cc1c(C)n(CCC#N)c2ccc(Cl)cc12	0.8%	23%	3%	3%	-4%
CC(C)C(c1nnnn1C1CCCCC1)N1CCCc2ccccc21 (stereo not drawn)	i	32%	11%	17%	-7%
CCOc1cc(C(=O)OCC(=O)Nc2ccc(F)cc2Cl)ccc1OCC(=O)N1CCOCC1	4.2%	nt	nt	-1%	nt
CCOC(=O)C1CCN(C(=O)c2sc3ncnc(N4CCC(C)CC4)c3c2C)CC1	i	-1%	0%	10%	3%
Cn1cnc2ccc([N+](=O)[O-])cc2c1=O	i	-10%	-7%	-18%	-7%
Cn1ccnc1Sc1nnnn1-c1ccccc1	0.9%	6%	4%	-10%	-13%
O=C(CN1CCc2cc3c(cc2C1)OCCCO3)Nc1ccc(F)cc1	i	15%	5%	9%	10%
CCCn1c(SCC(=O)NNC(=O)c2ccc(C)cc2)nnc1C(C)C	0.4%	-8%	31%	2%	-15%
Cc1ccc(OCCCC(=O)Nc2ccc(Br)cc2)cc1	i	65%	8%	17%	-9%
S=c1[nH]c2ccccc2o1	i	i	8%	-3%	-3%
CC1(C)CC(=O)C2=C(C1)N(c1ccccc1)C(N)=C(C#N)C2c1cccnc1 (stereo not drawn)	0.6%	9%	1%	0%	13%
O=C(CN1C(=O)NC2(CCCCC2)C1=O)NCc1cccs1	0.0%	4%	3%	16%	-5%
O=C1CCCCCC1C1(O)C(=O)Nc2ccccc21 (stereo not drawn)	2.4%	1%	-2%	-14%	-9%
Cc1ccc(C2=NN3C(C2)c2ccccc2OC32C(=O)Nc3ccccc32)cc1 (stereo not drawn)	4.5%	48%	12%	4%	2%
CCCCC(=O)NC(N1CCCCC1)C(Cl)(Cl)Cl (stereo not drawn)	0.5%	1%	2%	-3%	7%
O=C(Nc1nc(-c2ccc(-c3ccccc3)cc2)cs1)c1cc([N+](=O)[O-])ccc1N1CCOCC1	0.3%	2%	4%	6%	7%
Cc1ccc(C(=O)NCC(=O)Nc2ccc3c(c2)OCCO3)cc1	0.4%	-3%	2%	-2%	-5%
C#CCn1c(S(=O)(=O)Cc2ccc(F)cc2)nc(-c2ccccc2)c1-c1ccccc1	3.9µM*	0%	-3%	28%	-12%
c1ccc(Cn2ccc(-c3cnc(-c4ccccc4)s3)n2)cc1	3.7%	72%	64%	5%	10%
CS(=O)(=O)N(CC(=O)Nc1cccc(F)c1)c1cccc([N+](=O)[O-])c1	i	5%	10%	2%	-3%
CCOc1cccc2c1OC1(C)CC2NC(=O)N1Cc1ccccc1 (stereo not drawn)	0.8%	nt	nt	17%	nt
O=C(CNc1ccccc1C(=O)O)c1ccccc1	0.7%	46%	-3%	-5%	-9%
COc1ccccc1CNC(=O)CN(CCc1ccccc1)S(C)(=O)=O	0.0%	-2%	9%	-6%	-3%
CC(C)N(C(=O)COc1ccc(Br)cc1Cl)C(C)C	i	15%	4%	-4%	-13%
